# Source: PubChem BioAssay (National Center for Advancing Translational Sciences (NCATS))
# aSyn tox rescue: rescues yeast growth from alpha-synuclein toxicity; S. cerevisiae alpha-synuclein toxicity rescue, BacTiter-Glo growth, 24 h; Potency, µM (series often up to 46.1 µM), for the others: at the top dose growth rescue (activation), actives largely listed as activators; 94,000 tested, 0.02% active; AID 1347070; active = well fitted activation curve with a large enough effect; inconclusive = small, poorly fitted or top-dose-only effect; also: 0% is about no effect
#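 Growth restoration measured by BacTiter-Glo luminescence after 24 hr at 30 deg C; alpha-synuclein yeast, raffinose-pregrown to mid-log, were added at OD600=0.02 in galactose medium onto pinned compounds.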
# Starred values were filed as active, the others as inactive; u = inconclusive; & = joins results of further samples; [ ] = dose if it differs, or a comment. Potency is read from the fitted curve at half-maximal effect. Only part of the results is shown, so the mix of outcomes need not match the whole.
SMILES,aSyn tox rescue
CCOc1ccc2nc(N3CCCC(C(=O)NCCc4ccc(Cl)cc4)C3)sc2c1 (configuration not stated),-3%
COc1cccc(NC(=O)c2sc3nc(C)c(C(=O)Nc4ccc(C)cc4C)c(-c4ccco4)c3c2N)c1,8%
Clc1ccc(CNc2cc(-c3ccccc3)nc3nncn23)cc1,10%
COCCN(Cc1ccco1)C(=O)Cn1ncc2c([nH]c3ccccc32)c1=O,-3%
COCCN(C(=O)CNC(=O)c1ccco1)C(C(=O)NC1CCCC1)c1ccccc1F (configuration not stated),3%
CNc1ccccc1C(=O)OCC(=O)N1CCc2ccccc2C1,15%
CC(=O)N1c2ccc(S(=O)(=O)NCC3CCC(C(=O)Nc4ccc(F)cc4)CC3)cc2CC1C (configuration not stated),2%
CCOc1cc(CNCCO)ccc1OCC(=O)NC(C)(C)C,-7%
CCCCCOc1ccccc1C(=O)NCCCCCC(=O)O,9%
CCOc1ccc(NC(=O)Cn2cc(C(=O)c3ccc(OC)cc3)c(=O)c3cc4c(cc32)OCO4)cc1,-1%
O=C1CC2(CCN(C(=O)c3cccc([N+](=O)[O-])c3)CC2)Oc2ccccc21,-2%
O=C(NCCN1CCOCC1)c1ccc(CS(=O)(=O)c2c(Cl)cccc2Cl)o1,3%

# The final three compounds of the part before lead into the next:
SMILES,aSyn tox rescue
CCOc1ccc(NC(=O)Cn2cc(C(=O)c3ccc(OC)cc3)c(=O)c3cc4c(cc32)OCO4)cc1,-1%
O=C1CC2(CCN(C(=O)c3cccc([N+](=O)[O-])c3)CC2)Oc2ccccc21,-2%
O=C(NCCN1CCOCC1)c1ccc(CS(=O)(=O)c2c(Cl)cccc2Cl)o1,3%
CCc1nc(-c2ccc(C)c(S(=O)(=O)N3CCN(c4ccc(C(C)=O)cc4)CC3)c2)no1,-9%
COc1ccc(CN2CN(S(=O)(=O)c3cccs3)c3nc4ccccc4nc32)cc1,4%
CNC(=O)c1c(Br)cnn1-c1ccc(C)cc1,-5%
COc1ccc(NC(=O)c2cc3c(-c4ccccc4F)nn(C)c3s2)c(OC)c1,-5%
Cc1cc(S(=O)(=O)N2CCN(c3ccccc3O)CC2)c(C)s1,-7%
Cc1c2cnn(CC(=O)NCCc3ccccc3)c(=O)c2c(C)n1Cc1ccccc1,-8%
CCOC(=O)Nc1cc(OC)cc2ccc(C)nc12,5%
COc1ccc2c(c1)Cc1sc(NC(=O)c3cccnc3)nc1-2,5%
O=C1C(=O)N(C2CCN(C(=O)c3ccccc3F)CC2)CCN1Cc1ccc(F)cc1,1%
O=C(CSc1nnc2[nH]c(=O)cc(-c3ccccc3)n12)Nc1ccc(OC(F)(F)F)cc1,-1%
COc1ccc(NC(=O)C2CCCN(c3ncnc4c3nc3n4CCCCC3)C2)c(OC)c1 (configuration not stated),-7%
COc1ccc(NC(=O)Cn2cc(C(=O)C3CCCCC3)c3ccccc32)cc1,10%
Cn1c(SCC(=O)Nc2nc3ccccc3s2)ncc(C(=O)Nc2ccccc2)c1=O,3%
COc1ccc(NC(=O)CN(c2ccccc2)S(=O)(=O)c2ccccc2)c(OC)c1,9%
CCN(CC)S(=O)(=O)c1ccc(NC2c3ccccc3C(=O)N2Cc2ccc3c(c2)OCO3)cc1 (configuration not stated),2%
Cc1c(C#N)c2n(c1C)CCCC(=O)N2,5%
CCOC(=O)C1CCN(c2nc3c(S(=O)(=O)c4ccc(C)c(C)c4)nnn3c3ccc(Cl)cc23)CC1,8%
Cc1cc(NC(=O)C2CC(c3ccc(F)cc3)=NO2)n(-c2ccccc2)n1 (configuration not stated),12%
Cc1cc2c(cc1S(=O)(=O)NCc1ccccc1Cl)OCCN2C,10%&6%
CCC(=O)Nc1ccc(N2CCOCC2)c(S(=O)(=O)Nc2ccc(OC)cc2)c1,-1%
COc1ccc(N2C(=O)C3C(C2=O)C3(c2ccccc2)c2ccccc2)cc1 (configuration not stated),4%
CCCN(CCC)CCCNC(=O)Cn1cc2c(n1)-c1c(oc(C(=O)N3CCCC3)c1C)CC2,6%
CN(C)c1ccc(/C=C/c2nc(-c3ccccc3O)n(-c3ccccc3)n2)cc1,-4%
O=C(Cc1ccccc1F)Nc1nc2ccccc2[nH]1,-4%
Cc1cc(O)ccc1NC1=CC(=O)CC(C)(C)C1,6%
Cc1cc(C)cc(-n2nnc3ccccc3c2=O)c1,-1%
CCOc1ccccc1CNC(=O)c1ccc(Cn2c(SCc3ccccc3)nc3cccnc32)cc1,-2%
Cc1ccc(-c2csc(-c3c(N)c(C(=O)c4ccc5c(c4)OCO5)n4ccccc34)n2)cc1,1%
COc1ccc(NC(=O)CCc2c(C)nc3c(-c4ccccc4)c(C)nn3c2C)cc1Cl,8%
COc1cccc2cc(C(C)N(CCCN3CCOCC3)C(=S)Nc3cc(C)ccc3C)oc12 (configuration not stated),-8%
CCOc1cccc(C(=O)Nc2ccc(S(=O)(=O)N(Cc3ccccc3)c3ccccc3)cc2)c1,2%
C[C@@H]1CN([C@H](C)CO)S(=O)(=O)c2ccc(Br)cc2O[C@@H]1CN(C)Cc1ccc(C(=O)O)cc1,1%
Cc1cccc(NC(=O)Cn2cc(C(=O)C3CCCCC3)c3ccccc32)c1,-6%
N#Cc1ccccc1NC(=O)CSc1ncn[nH]1,-10%
Cc1ccccc1CNCCSc1nnnn1C,3%
COc1ccc(-c2noc(-c3ccc(NCCc4ccccc4)c([N+](=O)[O-])c3)n2)cc1OC,8%
CCc1ccc(N(CC)C(=O)c2ccc3c(=O)n4c(nc3c2)CCCCC4)cc1,15%
COc1ccc(C(=O)NCCn2cc(SCc3c(F)cccc3Cl)c3ccccc32)cc1,21%
CCCNC(=O)CCC(=O)N1Cc2ccccc2Oc2ncccc21,-8%
Cc1ccc(S(=O)(=O)N(C)C)cc1NC(=O)COC(=O)c1c(C)noc1C,7%
Cn1cccc1C(=O)NC1CCCCC1,-20%
COC(=O)c1cc(NC(=O)Cn2ncc3c2-c2ccccc2OC3)cc(C(=O)OC)c1,0%
Cc1ccccc1OC(=O)c1snnc1C,4%
CC1CC(=O)NN1C(=O)c1ccccc1 (configuration not stated),-8%
CCOC(=O)c1c(NC(=O)Cc2coc3cc(C)ccc23)sc2c1CCCC2,6%
CCOc1ccc(C(=O)NC2CC(=O)N(c3ccc(C)cc3)C2)cc1OCC (configuration not stated),0%
COc1cccc2c1Oc1ncccc1N(C(=O)CCC(=O)NCc1ccc(N(C)C)cc1)C2,-1%
O=C(O)c1ccc(S(=O)(=O)/N=C2\C=C(Nc3ccccc3F)C(=O)c3ccccc32)cc1,-31%[inhibitor]

# Given as tab-separated lines: 6 of the compounds above.
Compound	aSyn tox rescue
O=C(O)c1ccc(S(=O)(=O)/N=C2\C=C(Nc3ccccc3F)C(=O)c3ccccc32)cc1	-31%[inhibitor]
COc1cccc2c1Oc1ncccc1N(C(=O)CCC(=O)NCc1ccc(N(C)C)cc1)C2	-1%
CC1CC(=O)NN1C(=O)c1ccccc1 (configuration not stated)	-8%
Cc1ccccc1OC(=O)c1snnc1C	4%
COc1ccc(C(=O)NCCn2cc(SCc3c(F)cccc3Cl)c3ccccc32)cc1	21%
CCOC(=O)c1c(NC(=O)Cc2coc3cc(C)ccc23)sc2c1CCCC2	6%

# (next part)
SMILES,aSyn tox rescue
COc1cccc(C(=O)c2cn(CC(=O)Nc3cccc(Cl)c3C)c3nc(C)ccc3c2=O)c1,-1%
O=C(c1ccccc1)n1nc(-c2ccco2)nc1NCc1ccccc1Cl,-9%
Cc1ccc(C(=O)COC(=O)c2cccc(N3C(=O)c4c(C)nc5ccccc5c4C3=O)c2)cc1C,3%
COc1ccc(CCNC(=O)c2ccc(Cn3c(=O)c4ccccc4n(Cc4ccc(C)cc4)c3=O)cc2)cc1OC,7%
Cc1ccc(C(=O)NCC2CCCN2S(=O)(=O)c2cccs2)cc1C (configuration not stated),2%
CCOC(=O)C(=O)Nc1nc(-c2ccccc2)c(CC)s1,3%
Cc1ccc(S(=O)(=O)N(CC(=O)Nc2cccnc2)c2cc(Cl)ccc2C)cc1,7%
CCC(C)c1ccc(O)c(NC(=S)NC(=O)c2cccs2)c1 (configuration not stated),u
CCCNC(=O)C1CCC(Cn2c(=O)c3sccc3n(CC(=O)N3CCC(C)CC3)c2=O)CC1 (configuration not stated),3%
COc1ccc(NC(=O)C2CCCN(S(=O)(=O)c3ccc4[nH]c(=O)ccc4c3)C2)cc1OC (configuration not stated),1%
COc1ccc(-c2nc(CS(=O)CC(=O)NCC3CCCO3)c(C)o2)cc1 (configuration not stated),0%
CC(C)Nc1nc(NC(C)C)nc(Oc2ccc(=O)n(C)n2)n1,0%
COc1ccc2c(C)c(CC(=O)NCc3ccc(C)cc3)c(=O)oc2c1OC,-8%
Cc1cccc(C)c1NC(=O)CNC(=O)C1CC(=O)N(Cc2ccccc2)C1 (configuration not stated),-43%[inhibitor]
CC(C)NC(=S)N(CCc1ccncc1)C(C)C,-3%
COC(=O)c1cccc(-n2c(C)cc(/C=C3\SC(=O)NC3=O)c2C)c1,-3%
O=C(COC(=O)Cc1ccc(Br)cc1)NCc1ccccc1,3%
Cc1ccccc1OCC(O)CNC1CCC(NCC(O)COc2ccccc2C)CC1 (configuration not stated),2%
O=C(CN(c1ccccc1Cl)S(=O)(=O)c1ccccc1)NC1CC2CCC1C2 (configuration not stated),14%
COc1ccc(NC(=O)c2cn(-c3ccccc3)nc2-c2ccc(C)cc2)cc1,1%
CCOc1ccccc1C(=O)NC(C(=O)OCn1nnc2ccccc2c1=O)C(C)C (configuration not stated),17%
Cc1ccc(NC(=O)CCC(=O)N2CCSc3ccccc32)cc1Cl,-11%
CCCCOc1ccc(C(=O)Nc2cccc(-c3nc4ccccc4o3)c2C)cc1,-10%
CC(C)NC(=O)CN1C(=O)C(C)(C)Oc2ccc(C(=O)NC3CCCCC3)cc21,11%

# Already shown: an excerpt of the list.
SMILES,aSyn tox rescue
Cc1cccc(C)c1NC(=O)CNC(=O)C1CC(=O)N(Cc2ccccc2)C1 (configuration not stated),-43%[inhibitor]
CC(C)NC(=S)N(CCc1ccncc1)C(C)C,-3%
COC(=O)c1cccc(-n2c(C)cc(/C=C3\SC(=O)NC3=O)c2C)c1,-3%
O=C(COC(=O)Cc1ccc(Br)cc1)NCc1ccccc1,3%
Cc1ccccc1OCC(O)CNC1CCC(NCC(O)COc2ccccc2C)CC1 (configuration not stated),2%
O=C(CN(c1ccccc1Cl)S(=O)(=O)c1ccccc1)NC1CC2CCC1C2 (configuration not stated),14%

# Further results follow:
SMILES,aSyn tox rescue
Cn1c(=O)cc(SCC(=O)N2CCN(c3ccccc3F)CC2)c2ccc(Cl)cc21,10%
CCOC(=O)c1c(C)c(-c2ccccc2)n(CC(=O)NCCc2cccc(C)c2)c1C,4%
O=C(COc1ccccc1)NC1CC(=O)N(c2ccc3c(c2)OCCO3)C1 (configuration not stated),7%
Cc1c(Cl)cccc1NC(=O)Cn1c(=O)n(Cc2ccco2)c(=O)c2oc3ccccc3c21,-1%
CC(C)c1ccc(C2CC(=O)N3CN(C4CCCCC4)CSC3=C2C#N)cc1 (configuration not stated),2%
Cc1ccc(Cl)cc1NC(=O)C1CCN(S(C)(=O)=O)CC1,8%
COc1cccc(S(=O)(=O)N(C)C[C@@H]2Oc3cc(Br)ccc3S(=O)(=O)N([C@@H](C)CO)C[C@@H]2C)c1,-1%
CCOC(=O)c1c(CSc2ccccc2)n(C)c2cc(Br)c(O)c(CN(C)C)c12,-8%
CCN1C(=O)[C@H]2[C@@H](c3ccc(C)cc3)N[C@]3(CCCN(Cc4ccc(C)cc4)C3=O)[C@H]2C1=O,-14%
O=C(CSc1n[nH]c(-c2ccccc2O)n1)N1CCOCC1,-10%
O=C(/C=C/c1ccccc1)OCCCCN=C1NS(=O)(=O)c2ccccc21,2%
O=C(c1ccc(C(F)(F)F)cc1)N1CCC(c2noc(-c3ccc(S(=O)(=O)N4CCCC4)cc3)n2)CC1,-3%
Nc1nc(SCC(=O)OCc2ccccc2)[nH]c(=O)c1NC(=O)c1ccco1,5%
O=C(NCc1cccs1)C1CCN(C(=O)N2CCOc3ccccc32)CC1,-9%
CC1CCCC(NC(=O)CNC(=O)c2cccs2)C1C (configuration not stated),0%
CCn1c(SCC(=O)Nc2ccc3c(c2)OCCO3)nnc1-c1c[nH]c2ccccc12,3%
Cc1cccc(N2CCN(C(=O)CCCn3ncn4c(cc5occc54)c3=O)CC2)c1C,-6%
COc1ccc(CN2C(=O)C(CC(=O)NC(c3ccccc3)c3ccccc3)CC(C(=O)N(C(C)C)C(C)C)=C2C)cc1 (configuration not stated),-4%
Cc1ccc(-c2nc(S(=O)(=O)c3ccc(C)cc3)c(N3CCCCC3)o2)cc1,11%
CN(C(=O)CSc1cn(CC(=O)N2CCCCCC2)c2ccccc12)c1ccccc1,-7%
O=C(CSc1ccc([N+](=O)[O-])cn1)Nc1ccc2[nH]c(=O)[nH]c2c1,-5%
COc1cc(OC)c(NC(=O)c2ccc3c(c2)N(Cc2ccc(C)cc2)CCS3)cc1Cl,4%
O=C(NC(c1ccccc1)c1ccccc1)c1ccc(CO)cc1,12%
Cc1ccccc1-c1cnc2c(c1)C(=O)N([C@@H](C)CO)C[C@@H](C)[C@H](CN(C)Cc1ccccc1F)O2,7%
CCOc1cccc(C2Oc3nc(SC)nnc3-c3ccccc3N2C(C)=O)c1OC (configuration not stated),7%
COc1ccc(NC(=O)N2CCC(C(=O)c3ccc4c(c3)OCCO4)CC2)cc1,-5%
CCN(C(=O)CSc1nc2ccccc2[nH]1)c1ccccc1,8%
COc1cc2ccccc2cc1C(=O)Nc1cccc(-c2nc3cc(C)ccc3o2)c1C,-2%
CCC(=O)N1CCc2cc(S(=O)(=O)NC(C(=O)NCCc3ccccc3)C(C)C)ccc21 (configuration not stated),-12%
CCN(CC)C(=O)C1=C(C)N(CCC2=CCCCC2)C(=O)C(CC(=O)NCc2ccco2)C1 (configuration not stated),5%
